MITF inh = human MITF inhibition, primary screen | O75030 | AlphaScreen MITF homodimerization, bead proximity signal | inhibition, % at 2.6 µM | 0.91% of 650,000 active; in the data active = inhibition above about 50%;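 note: 0% = vehicle wells with protein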
TEAD-YAP inh = TEAD-YAP interaction inhibition; AID 1259422; inhibition, % at 9.12 µM; 1.4% of 640,000 active; HEK-TIYL cells, TEAD-Gal4/YAP UAS-luciferase luminescence; in the data active = inhibition above about 32%;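 note: 0% = median of test compound wells and 100% = reference inhibitor wells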
FBW7 act = human FBW7 E3 ligase activation, primary screen; normalized activity (activation), % at 26.1 µM; 0.13% of 650,000 active; Q969H0; AlphaScreen FBW7–phospho-cyclin E peptide binding, activator screen; in the data active = normalized activity above about 1.9%;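 note: purified mutant Fbw7 with reduced substrate affinity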
Target sequence (Q969H0 whole entry, looked up): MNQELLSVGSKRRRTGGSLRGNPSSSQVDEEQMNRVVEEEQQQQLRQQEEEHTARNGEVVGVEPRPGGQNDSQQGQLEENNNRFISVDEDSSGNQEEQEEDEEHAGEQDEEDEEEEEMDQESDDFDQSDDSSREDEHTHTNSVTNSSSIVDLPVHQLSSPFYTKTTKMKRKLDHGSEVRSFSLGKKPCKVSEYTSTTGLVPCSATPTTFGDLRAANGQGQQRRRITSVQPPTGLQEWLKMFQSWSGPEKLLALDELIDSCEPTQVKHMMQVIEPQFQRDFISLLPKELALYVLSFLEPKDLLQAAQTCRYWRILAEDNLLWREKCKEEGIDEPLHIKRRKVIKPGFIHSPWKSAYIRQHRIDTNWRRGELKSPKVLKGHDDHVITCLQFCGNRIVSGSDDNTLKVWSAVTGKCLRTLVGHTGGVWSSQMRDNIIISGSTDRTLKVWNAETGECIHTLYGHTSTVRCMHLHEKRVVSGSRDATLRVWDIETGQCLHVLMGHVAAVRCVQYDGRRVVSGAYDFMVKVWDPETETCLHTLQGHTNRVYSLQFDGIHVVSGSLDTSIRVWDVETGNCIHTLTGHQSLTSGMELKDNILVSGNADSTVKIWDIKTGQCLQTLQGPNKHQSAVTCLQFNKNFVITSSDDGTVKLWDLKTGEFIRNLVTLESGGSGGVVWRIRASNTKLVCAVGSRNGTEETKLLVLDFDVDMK
GPR151 ag = activators of human GPR151. Q8TDV0. PathHunter beta-arrestin GPR151 cells, luminescence. activation, % at 11.2 µM. 1% of 650,000 active; in the data active = activation above about 4.9%;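 note: 0% = median of compound wells and 100% = cells with positive control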
Target sequence (Q8TDV0 whole entry, looked up): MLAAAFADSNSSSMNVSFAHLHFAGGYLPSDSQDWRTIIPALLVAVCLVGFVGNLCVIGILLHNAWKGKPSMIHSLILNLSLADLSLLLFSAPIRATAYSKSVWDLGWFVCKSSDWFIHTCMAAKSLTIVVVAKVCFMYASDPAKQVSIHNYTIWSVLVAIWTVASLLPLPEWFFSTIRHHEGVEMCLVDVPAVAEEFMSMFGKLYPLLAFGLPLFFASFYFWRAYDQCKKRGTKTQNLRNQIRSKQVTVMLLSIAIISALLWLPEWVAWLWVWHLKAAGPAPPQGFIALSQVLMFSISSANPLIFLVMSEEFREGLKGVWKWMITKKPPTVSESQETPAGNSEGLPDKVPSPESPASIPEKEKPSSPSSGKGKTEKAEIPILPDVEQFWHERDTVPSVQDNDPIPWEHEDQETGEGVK
Numbers without * were called inactive; . = no result given.

canonical_smiles | MITF inh | TEAD-YAP inh | FBW7 act | GPR151 ag
COc1ccc(-c2noc(CC(=O)N(C)c3ccccc3C)n2)cc1 | 15.7 | 1.1 | 0.3 | 3.2
CC(=O)c1ccc(N2CCN(C(=O)CCc3csc4nc(C)cn34)CC2)cc1 | -0.5 | 12.1 | 0.1 | -1.9
CC(C)c1cc(C(C)C)c(S(=O)(=O)NCCCN(C)C)c(C(C)C)c1 | 18.7 | 8.8 | 0.2 | -0.2
COc1ccccc1CC(=O)Nc1ccc(S(=O)(=O)N2CCCCC2)cc1 | 3.4 | -2.5 | 0.0 | 0.6
COc1cccc(CC(=O)NCC2Cc3c(F)ccc(-c4ccncc4)c3O2)c1 (centres undefined) | 2.8 | 0.3 | -0.2 | -0.5
COc1ccc(CCNC(=O)CN2C(=O)CCc3ccccc32)cc1OC | -2.1 | 0.0 | 0.2 | -0.1
O=c1cc(Nc2ccc(N3CCCCC3)cc2)[nH]c(=O)[nH]1 | -2.2 | -8.5 | 0.0 | 1.7
Cc1nnc(NC(=O)CSc2nnc(CNC(=O)c3ccc(S(=O)(=O)N(C)C)cc3)n2-c2ccccc2)s1 | 3.9 | 6.7 | 0.1 | 0.3
O=C1CCCCCN1C(Cl)C(Cl)(Cl)Cl (centres undefined) | -9.2 | 4.0 | 0.1 | -0.4
CN(Cc1ccccc1)C(=O)Nc1ccc(Cl)cc1 | -1.1 | -13.8 | 0.2 | -1.0
Cc1cc(OCC(=O)Nc2ccc([N+](=O)[O-])cc2)cc(C)c1Cl | 18.4 | 4.0 | 0.1 | 1.0
Cc1ccc(C(=O)NCCc2nnc3ccc(SCc4cccc(Cl)c4)nn23)cc1 | 10.1 | 11.0 | 0.1 | -0.7
CC(=O)NC(=S)Nc1ncc(I)cc1C | -0.2 | 4.6 | -0.1 | 3.5
CCc1ccc(NC(=O)CSc2nc3cc(C(=O)NCCOC)ccc3c(=O)n2Cc2ccco2)cc1 | -2.5 | 31.8 | 0.0 | -0.6
COc1cc2ccccc2cc1C(=O)Nc1nc2c(OC)cccc2s1 | 4.6 | 4.6 | 0.0 | 0.4
CCn1c(=O)c(C(=O)Nc2cccnc2)c(O)c2ccccc21 | 7.7 | -12.0 | -0.1 | -0.7
S=c1nc(Nc2ccc(Oc3ccc(Cl)cc3)cc2)c2ccccc2[nH]1 | 10.0 | 1.3 | -0.1 | -0.5
COc1cccc(C(=O)NC(=S)Nn2cnnc2)c1OC | -6.5 | -0.7 | 0.0 | 1.1
CN1C(=O)c2ccc(C(=O)NC3CCCCC3)cc2C1=O | 38.1 | 3.4 | 0.7 | -0.8
CCOC(=O)C1=C(C)OC(N)=C(C#N)C1c1ccc(OCC(N)=O)cc1 (centres undefined) | 1.8 | -4.9 | -0.4 | -0.1
Cc1ccc(/C=C2/SC(=S)N(CCC(=O)NCCCN3CCOCC3)C2=O)cc1 | -0.8 | -5.2 | -0.5 | -0.5
Cc1c(C(=O)NCc2ccncc2)cccc1[N+](=O)[O-] | 17.0 | 3.3 | 1.0 | -0.1
CCC(=O)N1CCc2cc(S(=O)(=O)NC(C(=O)NCC3CCCO3)C(C)C)ccc21 (centres undefined) | 7.9 | 0.8 | 0.0 | -0.1
Cc1cccc(NC(=O)Cn2cnc3sc(C)c(C)c3c2=O)n1 | -5.2 | -20.3 | 0.0 | 0.8
CC(=O)N1CCc2c(sc(NC(=O)c3ccc(S(=O)(=O)N4CCCCC4)cc3)c2C(N)=O)C1 | 11.9 | 18.3 | 0.1 | 1.0
Cc1cc(C)c2oc(-c3cccc(NC(=O)c4cc(Br)ccc4Cl)c3)nc2c1 | -10.1 | -1.1 | -0.2 | -0.2
O=C(c1ccccc1)N1CC(COc2ccccc2)OC(c2ccccc2O)O1 (centres undefined) | 17.4 | 8.0 | 0.2 | 0.8
O=C(CNC(=O)C(c1ccccc1)c1ccccc1)N/N=C/c1ccccc1Cl | 0.7 | 11.8 | 0.0 | -0.3
Cc1cnc(C)c(-c2ccc3c(c2)CC(CNC(=O)CCCc2cccs2)O3)n1 (centres undefined) | 7.2 | 2.3 | -0.3 | 1.0
CC(=O)c1ccccc1OCC(O)CN1CCN(c2ccccc2F)CC1 (centres undefined) | -3.5 | -0.1 | 0.0 | -1.4
C(=N/Nc1nncc(-c2ccccc2)n1)/c1c[nH]c2ccccc12 | 16.5 | -15.6 | 0.0 | 0.7
Cc1ccc(I)cc1N1C(=O)c2cccc([N+](=O)[O-])c2C1=O | 14.9 | 3.9 | 0.1 | -0.1
COc1ccc([N+](=O)[O-])cc1NC(=O)CCN1CCC(C(N)=O)CC1 | 16.9 | -12.1 | 1.4 | -0.9
CC(NC(=O)CSc1nc2ccc(NC(=O)c3cccc4ccccc34)cc2s1)c1ccccc1 (centres undefined) | -1.3 | -9.9 | 0.0 | -0.5
N#Cc1c(-c2ccccc2)cc(-c2cccc(Br)c2)nc1N | -18.0 | 15.2 | 0.3 | 0.8
CC1=C(C#N)C(c2ccc(N(C)C)cc2)C2=C(CCCC2=O)N1 (centres undefined) | -9.4 | 7.4 | -0.1 | 0.5

A few values from the entries so far:
Cc1cnc(C)c(-c2ccc3c(c2)CC(CNC(=O)CCCc2cccs2)O3)n1 (centres undefined) in FBW7 act shows -0.3
C(=N/Nc1nncc(-c2ccccc2)n1)/c1c[nH]c2ccccc12 in TEAD-YAP inh shows -15.6
COc1ccc([N+](=O)[O-])cc1NC(=O)CCN1CCC(C(N)=O)CC1 in TEAD-YAP inh shows -12.1
N#Cc1c(-c2ccccc2)cc(-c2cccc(Br)c2)nc1N in GPR151 ag shows 0.8
O=C(CNC(=O)C(c1ccccc1)c1ccccc1)N/N=C/c1ccccc1Cl in MITF inh shows 0.7
Cc1ccc(I)cc1N1C(=O)c2cccc([N+](=O)[O-])c2C1=O in GPR151 ag shows -0.1

Remaining list, next part
canonical_smiles | MITF inh | TEAD-YAP inh | FBW7 act | GPR151 ag
O=C(Cn1cnc2sc3c(c2c1=O)CCCC3)NCc1cccnc1 | 3.0 | -6.9 | -0.2 | -0.2
CCN(CC)c1ccc(NC(=O)CNCCc2ccccc2)c(C)c1 | 9.0 | 9.2 | 0.0 | 0.3
CC(=O)Oc1ccc(NC(=O)CC2Sc3ccc(C(F)(F)F)cc3NC2=O)cc1 (centres undefined) | 2.3 | 2.3 | 0.1 | -1.3
O=C(Cn1ncc2c3ccccc3n(Cc3ccccc3F)c2c1=O)N1CCCC1 | -1.1 | -7.5 | 0.1 | 0.1
O=C(Nc1cc(F)cc(F)c1)c1ccco1 | 9.9 | -8.5 | 0.1 | 2.5
C=CCn1c2ccccc2c2nnc(SCC)nc21 | 18.1 | 13.2 | 0.5 | 0.5
O=C(N/N=C\c1cc(Br)c(O)c(Br)c1)c1ccc([N+](=O)[O-])cc1 | -17.9 | 5.8 | 0.0 | 1.8
COC(=O)c1ccccc1NC(=O)C1CCC(C)(C(=O)O)C1(C)C (centres undefined) | -2.1 | 9.8 | -0.1 | 0.3
COc1ccc(CN2CCN(Cc3ccc(O)cc3)CC2CCO)c(C)c1C (centres undefined) | 0.4 | 11.4 | 0.0 | -2.0
Cc1cc(C(C)(C)C)ccc1OCCCN1CCN(C)CC1 | 63.2* | -4.3 | 0.0 | 1.1
CCC(=O)CSC1=C(C#N)C(c2ccc(Cl)cc2)C(C(C)=O)=C(C)N1 (centres undefined) | 13.3 | -19.9 | 0.4 | 1.9
CN1CCN(C(=O)CS(=O)(=O)c2ccc([N+](=O)[O-])cc2[N+](=O)[O-])CC1 | -23.7 | 0.9 | 0.1 | 1.8
CCC(=O)Oc1ccc(C(=O)Nc2cc(Cl)ccc2C(=O)O)cc1 | -5.7 | 6.1 | -0.1 | 1.6
Clc1ccc(-c2nc(-c3ccccn3)no2)c(Cl)c1 | 8.1 | 97.8* | 0.3 | -11.5
O=C(CCc1nc2ccccc2s1)NNC(=O)c1cc(-c2ccccc2)n[nH]1 | 18.3 | -2.6 | 0.7 | 1.1
Cc1ccc(N2CC(C(=O)Nc3ccccc3C(F)(F)F)CC2=O)cc1 (centres undefined) | -5.7 | 3.8 | 0.0 | 2.5
c1cnc2nc(CSc3ncn[nH]3)cn2c1 | 14.5 | 7.0 | 0.2 | -0.9
N#CC1=C(SCC(N)=O)NC(=O)CC1c1ccccc1 (centres undefined) | -10.6 | -13.8 | 0.0 | -0.2
COC(=O)c1ccc(C(F)(F)C(F)(F)c2ccc(C(=O)OC)cc2)cc1 | -7.2 | -2.4 | 0.1 | 0.2
Cc1c(NC(=O)COc2ccc(Br)cc2)cccc1C(=O)O | -12.5 | -14.6 | -0.2 | -1.3
C#CCOc1c(Br)cc(/C=C2\SC(NC(C)=O)=NC2=O)cc1OC | -23.4 | -1.6 | 0.0 | -1.0
COc1cc2sc(=NC(=O)c3cccc(S(C)(=O)=O)c3)n(C)c2cc1OC | -4.2 | -3.4 | -0.2 | 0.9
CCOC(=O)C1CCN(C(=O)c2cn(C)c(=O)c3ccccc23)CC1 | 11.0 | 4.6 | 0.1 | -0.2
CCOc1ccc(C(=O)CCN2CCCCC2)cc1 | 15.3 | 11.0 | 0.6 | -1.0

Quoted at random: 2 compounds from above.
canonical_smiles | MITF inh | TEAD-YAP inh | FBW7 act | GPR151 ag
C#CCOc1c(Br)cc(/C=C2\SC(NC(C)=O)=NC2=O)cc1OC | -23.4 | -1.6 | 0.0 | -1.0
CCOC(=O)C1CCN(C(=O)c2cn(C)c(=O)c3ccccc23)CC1 | 11.0 | 4.6 | 0.1 | -0.2

Additional entries.
SMILES,MITF inh,TEAD-YAP inh,FBW7 act,GPR151 ag
COc1ccc(OC)c(CN2CCC3(CCC(CNC(=O)c4csc(C)n4)O3)CC2)c1 (centres undefined),-11.1,2.7,0.1,0.2
CCOC(=O)c1c(NC(=O)c2cc(Cl)ccc2OC)sc2c1CCC(C)C2 (centres undefined),-12.5,-9.6,0.1,0.5
S=C(NCCN1CCOCC1)NN(Cc1ccccc1)c1ccccc1,-1.0,-1.9,-0.1,-0.3
CCOC(=O)N1CCN(CC(O)COc2cccc(OC)c2)CC1 (centres undefined),6.0,-3.7,0.0,-1.3
COc1ccc(C2CC(c3c(O)cc(C)oc3=O)=Nc3ccccc3S2)cc1O (centres undefined),6.9,62.5*,-0.2,-2.1
COc1ccc(CNC(=O)Cn2c(=S)[nH]c3c([nH]c4ccc(OC)cc43)c2=O)cc1,-8.2,10.8,0.0,-0.4
COc1ccc(CCNC(=O)Cn2cnc3c2c(=O)n(C)c(=O)n3C)cc1OC,8.3,1.8,0.0,-0.4
Cc1ccc(NC(=O)/C(=C\c2ccco2)NC(=O)c2cccc(C)c2)cc1,19.7,-3.3,-0.1,4.5
Cc1cc(N2CCN(C(=O)c3cccs3)C(C)C2)c(F)cc1[N+](=O)[O-] (centres undefined),6.3,4.6,0.0,1.4
CC1CC(C)(C)N(C(=O)Nc2cccc(Cl)c2)c2ccccc21 (centres undefined),10.2,2.5,0.1,-0.2
CCSC(=Nc1ccccc1)N1CCOCC1,2.5,5.1,-0.1,-1.1
CCOC(=O)C1CCC(CN(Cc2ccc(Cl)cc2)S(=O)(=O)c2cc(C(=O)Nc3ccccc3CC)ccc2F)CC1 (centres undefined),1.9,5.9,0.5,-0.4
C/C(Nc1ccc(C)cc1)=C(\C#N)C(=O)NC1CCCCC1,-11.2,-1.7,0.3,-2.5
CCCCCC#CCC#CCC#CCC#CCCCC(=O)O,10.8,.,.,-1.4
C/C(=N\Nc1cccc(Cl)c1)c1ccc(-n2ccnc2)cc1,-2.5,4.3,-0.2,1.9
C/C=C(\C)CN1CCN(C(=O)OCC)CC1,0.0,16.4,0.2,0.6
CCCCCCn1c(COc2ccc(OC)cc2)nc2ccccc21,0.3,-16.6,-0.1,-1.4
COCc1ccc(-c2nccnc2NS(=O)(=O)/C=C/c2ccccc2)cc1,-17.7,4.1,0.1,-0.4
CC(C)(C)NC(=O)COc1ccccc1C(=O)NCCOc1ccccc1,5.9,-23.9,0.1,-0.4
COc1nc(NCCN2CCOCC2)nc(Nc2ccc(I)cc2)n1,6.0,-1.3,0.1,-0.7
COc1cc(C2NC(=O)N(C)C3=C2C(=O)CC(C)(C)C3)cc(OC)c1OC (centres undefined),5.5,3.2,0.7,-0.6
O=C(/C=C/c1ccccc1)Oc1cccc(NC2=NS(=O)(=O)c3ccccc32)c1,20.6,-4.3,0.7,1.5
CC(CNC(=O)c1ccc(F)cc1)NC(=O)c1ccc(F)cc1 (centres undefined),-1.3,13.9,-0.3,0.3
CCc1nc(=O)c(-c2ccccc2)c(C)n1-c1ccccc1,17.7,-1.0,-0.2,0.4
Cc1ccc(S(=O)(=O)N2C(=O)CCC2C(=O)NCc2nc(-c3ccccc3)no2)cc1 (centres undefined),13.2,-0.2,0.4,-1.8
O=C(COc1ccccc1)Nc1nc2ccc(Br)cc2s1,9.9,4.5,0.0,-1.3
CCCCN(CC)C(=O)c1nn(-c2ccccc2OC)c(=O)c2ccccc12,2.8,0.1,-0.1,1.2
Cc1ccc(OCC(=O)Nc2ccc(S(=O)(=O)N3CCc4ccccc43)cc2)c(Br)c1,5.2,5.1,0.1,0.5
Cc1[nH]n(-c2ccccc2)c(=O)c1C=Nc1ccc(N=Cc2c(C)[nH]n(-c3ccccc3)c2=O)c([N+](=O)[O-])c1,-2.9,-1.9,-0.5,1.8
CC1CC(Nc2ccccc2)c2ccccc2N1C(=O)CN1C(=O)CCC1=O (centres undefined),0.1,-3.5,-0.1,-0.3
O=C(COC(=O)c1ccc2c(c1)C1C=CCC1C(c1ccc(Br)cc1)N2)c1ccc(Cl)cc1 (centres undefined),14.4,-1.9,0.1,0.0
O=C1CCCN1CCn1cnc2c(NCCN3CCOCC3)nc(Cl)nc21,19.9,3.8,0.1,-2.4
NC(=O)CSc1nc2c(oc3ccccc32)c(=O)n1-c1ccccc1F,5.9,-0.2,0.2,0.2
COc1ccc(NC(=S)NC(=O)c2ccccc2F)cc1[N+](=O)[O-],-4.0,1.4,-0.2,-0.4
O=C(NC1CCCCC1)/C(=C\c1ccco1)NC(=O)c1ccccc1,3.4,-1.4,0.0,-0.2

From PubChem

The order is random; 3.4% or so of the library scored in one or more.
